Nrf2 inh: inhibitors of Nrf2 signaling. A549 ARE-Fluc reporter, luciferase luminescence, 18-24 h. Potency, µM (doses to about 46 µM), inactives show top-dose activity change, negative = inhibition, usual class: inhibitors. 2.1% of 360,000 active. AID 504444; further: potency means the concentration at half of the fitted maximal effect; on the % scale 0 is the no-effect control and ±100 the full control effect; nearly all actives have a fitted effect of over 60% in size
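Nrf2 activity is the BugLite luminescence, read 15 min after reagent at room temperature, following CellTiter-Fluor cytotoxicity readout (30 min, 37C). Compound titrations were applied for 18-24 h to 5000 A549 ARE_Fluc cells/well in 5% FBS OPTI-MEM.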
CCT chaperon mod: changes cytosolic chaperonin activity; activity change, % (concentration not given with the values), hits read low; purified chaperonin ATPase assay, HTRF ADP detection, 30 min; 0.3% of 360,000 active; in the data active means activity change below about -30%; further: on the % scale 0 is the no-effect control and ±100 the full control effect
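TRiC at 40 or 20 nM final (batch-dependent) in 30 mM Tris pH 7.4, 100 mM KCl, 5 mM MgCl2, 1 mM DTT, with compound at single 76 uM and 10 uM ATP, 30 min at 37 deg C. ADP detected by HTRF Transcreener, 665/615 ratio.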
A549 tox: counter-screen for Nrf2 inhibitors: cytotoxicity in A549 cells. A549 ARE-Fluc cells, CellTiter-Fluor viability, 18-24 h. Potency, µM (doses to about 46 µM), without a hit: at the top dose activity change, negative = cytotoxicity, most hits filed as inhibitors. 0.16% of 390,000 active; further: potency means the concentration at half of the fitted maximal effect; on the % scale 0 is the no-effect control and ±100 the full control effect
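Cytotoxicity counterscreen: CellTiter-Fluor fluorescence was measured in A549 ARE_Fluc cells after 18-24 h of compound exposure in a concentration series. The subsequent BugLite luminescent read reports ARE-luciferase activity.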
Mm-Cpn inhibitor: M. maripaludis TRiC chaperonin inhibition | Potency, µM (series often up to 76.9 µM), without a hit: at the highest dose activity, negative = inhibition, most hits filed as inhibitors | 0.031% of 330,000 active | purified Mm-Cpn ATPase, ADP Transcreener TR-FRET; further: potency means the concentration at half of the fitted maximal effect; on the % scale 0 is the no-effect control and ±100 the full control effect; nearly all actives have a fitted effect of over 80% in size
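Quantitative HTS used 25 nM Mm-CPN and 10 uM ATP in magnesium/KCl Tris buffer, pH 7.4, with 1 mM DTT. Hydrolysis ran 30 min at 37°C; ADP was read by HTRF.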
TGFb inhibitor: TGF-b pathway inhibition | HepG2 CAGA-GFP TGF-b/SMAD3 reporter, GFP fluorescence, 18 h; TGF-beta stimulated, 500 pg/mL final | Potency, µM (doses to about 46.1 µM), inactives show at the top dose activity, negative = inhibition, usual class: inhibitors | 1.2% of 410,000 active; further: potency means the concentration at half of the fitted maximal effect; on the % scale 0 is the no-effect control and ±100 the full control effect; nearly all actives have a fitted effect of over 65% in size
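HEPG2 CAGA-GFP cells (1000/well, DMEM with 1% FBS) were pre-incubated 2 h at 37 degrees C, given compound by pin tool, then stimulated with TGF-beta at 500 pg/mL final for 18 h before per-cell GFP fluorescence imaging.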
HepG2 viability: kills HepG2 cells in TGF-b inhibitor counter-screen. HepG2 CAGA-GFP viability, ATP luminescence, 18 h. Potency, µM (series often up to 46.1 µM), without a hit: at the top dose activity change, negative = cytotoxicity, hits mostly cytotoxic. 0.76% of 410,000 active. AID 588856; further: potency means the concentration at half of the fitted maximal effect; some results filed as inactive show a strong effect at the top dose
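HepG2 CAGA-GFP cells (1000/well, DMEM with 1% FBS) received compound, then TGF-beta at 500 pg/mL final, and were incubated 18 hours at 37 degrees C. Viability was read by CellTiter-Glo luminescence. Media-only wells were set as complete cell-killing and DMSO as no toxicity.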
Nrf2 ARE act: activators of Nrf2 (ARE) signaling; AREc32 ARE-luciferase reporter (MCF7-derived line), luminescence, 24 h; Potency, µM (highest dose often 46.1 µM), for inactives: top-dose activation, hits mostly activators; 0.31% of 410,000 active; further: potency means the concentration at half of the fitted maximal effect; % of control where 0% means no effect; nearly all actives have a fitted effect of over 65% in size
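ARE activation measured as luciferase luminescence (Steady-Glo, 30 min RT) in AREc32_Fluc cells after 24 hr compound exposure at 37 deg C, 5% CO2; cells seeded overnight at 1000/well in OPTI-MEM, 5% FBS.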
S2 tox: reduces viability in counter-screen for ATXN expression inhibitors; S2 cells (HEK-293 line with an ATXN2-luciferase reporter) viability, CellTiter-Fluor protease fluorescence, 24 h; Potency, µM (series often up to 56.7 µM), actives largely listed as cytotoxic; 0.49% of 400,000 active; further: potency means the concentration at half of the fitted maximal effect; nearly all actives have a fitted effect of over 40% in size
pAkt inh: inhibitors of Akt phosphorylation; AID 651550; activity change, % for hits at 50 µM; Neuro2A IGF-stimulated pAkt S473 HTRF, 20 min; stronger effect = lower value; 0.32% of 360,000 active; in the data active means activity change below about -80%; inconclusive means mostly about -51% to -80%; further: on the % scale 0 is the no-effect control and ±100 the full control effect
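Neuro2A cells (4,500/well, DMEM with 0.5% FBS) were treated with compound at a single 50 µM final concentration, stimulated with 6 nM IGF for 20 min at 37 °C, and lysed. Phospho-Akt Ser473 was read by HTRF as 665/615 ratio ×10^4.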
Active calls of the source: *; i = inactive; ? = inconclusive; · = no result given; [ ] = another dose, or the depositor's remark. Unless noted, the call rests on the fitted dose curve; in most records, active means well fitted curve in the direction sought with a large enough effect; inconclusive means small, poorly fitted or top-dose-only effect, or another doubt; inactive means no such curve, though single readings can be large; an effect the other way counts as inactive or inconclusive.

SMILES	Nrf2 inh	CCT chaperon mod	A549 tox	Mm-Cpn inhibitor	TGFb inhibitor	HepG2 viability	Nrf2 ARE act	S2 tox	pAkt inh
Cc1cc(C)c(C#N)c(SCC(=O)N2CCCCC2)n1	2%	-7.1	1%	4%	-1%	-7%	3.0%	i	i
Nc1c(C(=O)c2ccc(Br)s2)oc2ccccc12	-32%	0.2	-2%	-5%	1%	-18%	3.2µM*	i	i
CC(C)Cc1ccc(-c2cc3nc(NCCc4ccc(S(N)(=O)=O)cc4)ccn3n2)cc1	·	1.9	·	·	11%	-32%	3.5%	i	i
CC(=O)Nc1ccc(NC(=O)c2ccc(OCc3c(C)noc3C)cc2)cc1	-6%	0.3	1%	0%	-7%	-16%	-0.4%	i	i
CCC(=O)N1CCN(c2ccc(NC(=O)c3ccc4ccccc4c3)cc2)CC1	?	-0.3	2%	0%	18%	11%	0.3%	i	i
O=C(COC(=O)CCc1nc2ccccc2c(=O)[nH]1)NC1CCS(=O)(=O)C1 (stereo unspecified)	6%	0.4	2%	1%	10%	-13%	0.2%	i	i
N#C/C(=C\c1ccc[nH]1)C(=O)c1ccccc1	-2%	0.4	2%	-6%	10%	-54%	?	i	i
CC1(C)Cc2c(sc(NC(=O)c3ccc4c(c3)OCCO4)c2C(N)=O)C(C)(C)N1	7%	-2.4	8%	-2%	-15%	-19%	-0.4%	i	i
Cc1cccc(C)c1OCc1cc(C(=O)N2CCN(C3CCCC3)CC2)no1	?	-2.3	-2%	-6%	10%	-19%	0.6%	?	i
CCn1c(CNC(=O)c2ccccc2OC)nnc1SCC(=O)c1ccc(F)cc1	14%	-3.1	-1%	-10%	-2%	4%	0.1%	i	i
CCOc1cc(/C=N/NC(=O)c2ccc(CN3CCOCC3)cc2)ccc1OCc1ccccc1	?	-1.7	-2%	1%	-5%	-6%	2.6%	i	i
Clc1ccccc1OCCn1ccnc1	9%	-2.9	24%	·	-16%	-30%	-0.3%	i	i
COCCCN1C(=O)C(=O)/C(=C(/O)c2ccc(OC)cc2)C1c1cccc(OC)c1 (stereo unspecified)	-6%	1.1	-11%	0%	-2%	6%	0.5%	i	i
O=C(NCc1cccnc1)c1cc(C2CCCCN2S(=O)(=O)c2ccc(F)cc2F)on1 (stereo unspecified)	·	1.6	·	·	-1%	-20%	-0.6%	i	i
COc1ccc(CNC(=O)CC2C[C@H](C(=O)N3CCOCC3)[C@@]3(C)c4[nH]c5ccccc5c4CCN3C2=O)cc1OC (stereo partly specified)	-6%	-1.2	6%	0%	-16%	-26%	-1.0%	i	i
Cc1onc(NC(=O)c2ccc([N+](=O)[O-])o2)c1Br	-19%	1.5	-2%	0%	11µM*	-61%	?	i	i
NC(N)=NC(N)=NCCc1ccccc1	13µM*	-0.9	-6%	-2%[15.4 µM]	-3%	6%	1.7%	i	i
CCc1nnc(NC(=O)[C@@H](NC(=O)c2cc(OC)cc(OC)c2)C(C)C)s1	-12%	-4.6	1%	0%	-7%	-17%	0.7%	i	i
COCCn1c(C)cc(C(=O)COC(=O)c2cncc(Br)c2)c1C	-6%	-1.0	0%	-12%	6%	1%	0.4%	i	i
COc1cccc(C(C(=O)NC(C)(C)C)N(C(=O)CCC(=O)Nc2cc(C)on2)C2CC2)c1OC (stereo unspecified)	-9%	-3.3	-16%	2%	10%	-15%	0.3%	i	i
CCn1c(COc2cccc(C)c2)nnc1SCC(=O)CC(=O)Nc1ccccc1OC	?	-0.9	·	-2%	-20%	-19%	-0.8%	i	i
Cc1cccn2c(=O)c3cc(C(=O)N4c5ccccc5CC4C)n(C)c3nc12 (stereo unspecified)	1%	1.8	1%	0%	18%	-11%	-0.6%	?	i
CC(C)(C)OC(=O)N[C@H](C(=O)OC(C)(C)C)c1ccc2ccccc2c1	-9%	1.3	7%	-13%	4%	-7%	-1.5%	i	i
CCOC(=O)c1c(C)[nH]c2c1cc(O)c1ccccc12	10%	0.9	1%	-6%	?	-45%	21%	i	i
COc1ccc(-c2cnc3c(NC(C)=O)cc(-c4ccccc4OC)cn23)cc1OC	·	1.5	·	·	9%	-12%	26%	?	i
Cc1nc2scc(-c3ccco3)c2c(=O)n1/N=C/N(C)C	10%	0.9	0%	-6%	-1%	-5%	?	i	i
Cn1c(SCC(=O)Nc2ccccc2)nc(O)cc1=O	2%	-1.3	3%	1%	-1%	10%	-0.4%	i	i
CN(Cc1ccccc1)c1nc(-c2ccc(F)cc2)cc(C(F)(F)F)n1	14%	·	18%	·	5%	-20%	0.0%	·	·
CC1CN(CC(=O)Nc2nc(-c3ccc(Cl)cc3)cs2)CC(C)O1 (stereo unspecified)	-10%	-1.7	-5%	·	?	-1%	-0.1%	?	i
CCN(C(=O)COC(=O)/C=C/c1cccc(Br)c1)C1CCS(=O)(=O)C1 (stereo unspecified)	1%	-0.5	3%	0%	-8%	0%	?	i	i

A draw from above in order of SMILES length, ascending.
SMILES	Nrf2 inh	CCT chaperon mod	A549 tox	Mm-Cpn inhibitor	TGFb inhibitor	HepG2 viability	Nrf2 ARE act	S2 tox	pAkt inh
Cn1c(SCC(=O)Nc2ccccc2)nc(O)cc1=O	2%	-1.3	3%	1%	-1%	10%	-0.4%	i	i
CCOC(=O)c1c(C)[nH]c2c1cc(O)c1ccccc12	10%	0.9	1%	-6%	?	-45%	21%	i	i
CCN(C(=O)COC(=O)/C=C/c1cccc(Br)c1)C1CCS(=O)(=O)C1 (stereo unspecified)	1%	-0.5	3%	0%	-8%	0%	?	i	i

Returning to the listing with the 2 entries that preceded the break.
SMILES	Nrf2 inh	CCT chaperon mod	A549 tox	Mm-Cpn inhibitor	TGFb inhibitor	HepG2 viability	Nrf2 ARE act	S2 tox	pAkt inh
CC1CN(CC(=O)Nc2nc(-c3ccc(Cl)cc3)cs2)CC(C)O1 (stereo unspecified)	-10%	-1.7	-5%	·	?	-1%	-0.1%	?	i
CCN(C(=O)COC(=O)/C=C/c1cccc(Br)c1)C1CCS(=O)(=O)C1 (stereo unspecified)	1%	-0.5	3%	0%	-8%	0%	?	i	i
Cc1noc(/C=C/c2ccco2)c1S(=O)(=O)N1CCC(C(=O)N2c3ccccc3CC2C)CC1 (stereo unspecified)	14%	-3.1	17%	-10%	0%	-10%	6.6%	i	i
N#Cc1c(-c2ccco2)nc(NCC2CCCO2)[nH]c1=O (stereo unspecified)	-27%	-2.7	-4%	-6%	-6%	1%	3.9%	i	i
CCc1ccc2oc(-c3cc(N=Cc4cccc(OC)c4O)ccc3O)nc2c1	?	-1.4	-11%	-1%	-3%	-17%	10µM*	?	i
Cc1ccc2nc(-c3ccsc3)c(NC3CCCC3)n2c1	-5%	-1.7	0%	1%	-6%	-22%	0.0%	i	i
COc1ccccc1NC(=O)C1CCOC1=O (stereo unspecified)	5%	2.0	-1%	·	-19%	-10%	0.2%	i	i
O=C(c1ccc(OCC2CCCO2)cc1)N1CCN(S(=O)(=O)c2cccc(F)c2)CC1 (stereo unspecified)	-1%	0.9	0%	-1%	-2%	6%	-0.4%	i	i
COc1cccc(CC2(CO)CCN(C(=O)NC3CCCCC3)CC2)c1	-37%	0.0	-1%	3%	3%	-11%	-0.3%	?	i
Cc1cccc(N2CN=c3s/c(=C\c4ccccn4)c(=O)n3C2)c1	-3%	3.4	1%	-8%	-7%	-5%	-0.2%	i	i
O=S1(=O)N=C(Nc2ccc(S(=O)(=O)N3CCCCC3)cc2)c2ccccc21	-13%	0.4	-11%	-3%	7%	11%	-0.2%	i	i
CCCN(C(=O)c1ccco1)c1nnc(-c2ccncc2)s1	8%	-3.6	-2%	-1%	0%	-2%	?	i	i
O=c1oc2ccccc2c(NC2CCCCC2)c1NS(=O)(=O)c1ccc(F)cc1	?	-4.2	-6%	-1%	13%	-23%	0.7%	i	i
CC(=O)NCCc1ccc(C(=O)COC(=O)C2CCCCC2)cc1	4%	0.0	-2%	1%	4%	2%	5.8%	?	i
CCN1CCN(C(=O)c2sc3nc(C)nc(N4CCC(C)CC4)c3c2C)CC1	·	-0.5	-2%	-2%	31%[activator]	-16%	0.2%	i	i
CC1=C(c2ccc(C)c(C)c2)S(=O)(=O)N=C1N1CCN(c2cccc(C)c2)C(C)C1 (stereo unspecified)	-11%	·	5%	·	?	-28%	0.2%	·	·
COc1ccc(NC(=O)Cc2ccc(NC(=O)N3CCCCc4ccccc43)cc2)c(OC)c1	?	·	5%	·	-3%	-6%	4.2%	i	·
O=C(O)c1ccc(-n2c(/C=C/c3cccc([N+](=O)[O-])c3)nc3ccccc3c2=O)cc1	-26%	0.9	6%	0%	-6%	-16%	-0.6%	i	i
O=C(Cc1ccccn1)c1ccc(Cl)cc1	?	-4.0	2%	-2%	?	-16%	11%	i	i
Cc1cccc(C)c1-n1nnnc1C1(C)CCC(=O)N1Cc1ccco1 (stereo unspecified)	·	0.9	·	·	·	·	-0.7%	i	i
C=CCn1c(O)c(N=NC(=S)Nc2ccc(OC)c(Cl)c2)c2ccccc21	?	2.4	?	-3%	0%	-26%	0.3%	?	i
O=C(COC(=O)c1ccccc1C(=O)OCC(=O)NCCc1c[nH]c2ccccc12)NCCc1c[nH]c2ccccc12	-2%	-3.7	-11%	-8%	-4%	-7%	4.5%	i	i
CCOc1ccc(C(NC(=O)/C=C/c2ccco2)c2ccc(OC)c(OC)c2)cc1 (stereo unspecified)	-14%	-1.4	-1%	1%	6%	3%	2.9%	?	i
Cc1ccc(OCc2ccc(-c3nc(C#N)c(NCc4ccccc4Cl)o3)o2)cc1	?	·	-16%	·	?	-62%	-0.3%	20µM*	·
CCC(CO)NCc1ccc(OC2CCCC2)cc1 (stereo unspecified)	10%	-26	3%	0%	0%	-36%	2.7%	i	i
O=C(c1ccsc1)N1CCCC(N2CCN(c3ccccc3F)CC2)C1 (stereo unspecified)	-1%	-0.8	-6%	-1%	?	5%	-0.8%	i	i

Screening data from PubChem BioAssay.
